mIAP block: blocks mouse intestinal alkaline phosphatase. purified mouse IAP, CDP-Star luminescence, 30 min. inhibition, % at 10 µM. 0.2% of 330,000 active;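 active = inhibition of at least 40% at 10 µM in the primary screen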;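 note: plate controls were DMSO with enzyme for no effect and no enzyme wells for full effect; values of inactives mirror those of a sister screen read the other way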
APOBEC3G inh: APOBEC3G (human) deaminase inhibition | recombinant A3G, ssDNA deamination FAM/TAMRA fluorescence | inhibition, % at 20 µM | 0.28% of 330,000 active | AID 493012 | Q9HC16;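 active = inhibition of at least 40% at 20 µM, with no more than 30% in the related APOBEC3A deaminase screen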;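 note: plate controls were DMSO wells with A3G for no effect and wells lacking A3G enzyme for full effect; some compounds called inactive have numbers as strong as hits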
Target sequence (Q9HC16 whole entry, looked up): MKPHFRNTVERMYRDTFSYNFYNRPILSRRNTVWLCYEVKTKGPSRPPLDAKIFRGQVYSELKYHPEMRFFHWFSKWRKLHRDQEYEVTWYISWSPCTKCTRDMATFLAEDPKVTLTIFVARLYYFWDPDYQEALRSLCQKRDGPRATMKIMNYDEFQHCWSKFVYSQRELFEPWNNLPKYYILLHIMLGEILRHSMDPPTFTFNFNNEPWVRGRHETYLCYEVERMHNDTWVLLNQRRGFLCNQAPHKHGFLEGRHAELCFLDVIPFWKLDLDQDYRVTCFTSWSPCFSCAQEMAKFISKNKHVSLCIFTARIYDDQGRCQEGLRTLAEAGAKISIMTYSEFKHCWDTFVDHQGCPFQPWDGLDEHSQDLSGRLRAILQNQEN
hIAP inh: blocks human intestinal alkaline phosphatase. P09923. purified IAP, CDP-Star luminescence, 30 min. inhibition, % at 10 µM. 0.12% of 330,000 active. AID 2544;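 active = inhibition reaching a set limit with compound at 10 µM in the primary screen, cut at about 35% in these data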;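 note: plate controls were DMSO wells with enzyme for no effect and no-enzyme buffer wells for full effect; values of inactives mirror those of a sister screen read the other way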
ATG4B inhibitor: ATG4B (human) cysteine protease inhibition; Q9Y4P1; ATG4B cleavage of LC3-PLA2, NBD-HPC fluorescence, 1 h; inhibition, % at 8.33 µM; 0.51% of 340,000 active; AID 504462; in the data active = inhibition above about 40%
Target sequence (Q9Y4P1 whole entry, looked up): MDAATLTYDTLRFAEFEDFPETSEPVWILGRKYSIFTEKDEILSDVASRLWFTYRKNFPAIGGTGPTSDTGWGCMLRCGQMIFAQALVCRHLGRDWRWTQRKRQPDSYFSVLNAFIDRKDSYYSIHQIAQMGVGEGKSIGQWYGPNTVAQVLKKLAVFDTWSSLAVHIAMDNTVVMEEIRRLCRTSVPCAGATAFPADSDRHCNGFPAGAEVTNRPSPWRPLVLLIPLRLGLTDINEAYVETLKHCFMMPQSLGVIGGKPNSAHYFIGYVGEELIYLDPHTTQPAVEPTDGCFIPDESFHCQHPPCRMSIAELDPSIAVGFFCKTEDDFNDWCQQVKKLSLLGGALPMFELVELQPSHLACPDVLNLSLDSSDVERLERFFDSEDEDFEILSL
A3A deaminase: inhibitors of human APOBEC3A DNA deaminase; P31941; recombinant A3A, FAM/TAMRA ssDNA deamination fluorescence; inhibition, % at 20 µM; 0.41% of 330,000 active;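 active = at least 40% inhibition at 20 µM here, with at most 30% in a related deaminase screen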;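 note: plate controls were A3A with DMSO for no effect and wells lacking A3A enzyme for full effect; some results filed as inactive read as strong as hits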
Target sequence (P31941 whole entry, looked up): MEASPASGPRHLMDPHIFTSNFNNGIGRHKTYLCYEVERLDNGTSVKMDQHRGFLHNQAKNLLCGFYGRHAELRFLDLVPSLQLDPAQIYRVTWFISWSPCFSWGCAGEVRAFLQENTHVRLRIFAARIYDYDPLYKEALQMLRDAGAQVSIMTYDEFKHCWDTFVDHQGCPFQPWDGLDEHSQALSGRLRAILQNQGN
mIAP activ: mouse IAP activation; muIAP, CDP-Star luminescence, 30 min; hits give high values; 1 = vehicle-only enzyme signal, 0 = enzyme-free wells; 0.24% of 330,000 active; AID 2805; activation factor at 10 µM;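 active = activation factor of at least 2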; note: the source names both 10 and 20 µM as test concentration; values of inactives mirror those of a sister screen read the other way
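Assay system: mouse IAP enzyme; reagent: chemiluminescent substrate CDP-Star; dosing: test compounds delivered from DMSO solution; schedule: 30 min at room temperature; measured by: luminescence from enzymatic CDP-Star hydrolysis; controls: DMSO-only wells and no-enzyme negative control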
MPTP inh: permeability transition pore inhibition; isolated mouse mitochondria, Ca2+ swelling absorbance, 30 min; inhibition, % at 10 µM; 1.4% of 360,000 active;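 active = inhibition of 50% or more, scaled per plate between neutral and stimulator controls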;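 note: 0% = DMSO wells given calcium and 100% = 1 mM EGTA wells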
beta cell repl: induces beta-cell replication in MIN6 cells; MIN6 cells proliferation, ATPlite luminescence, 48 h; cells starved in 0.2% serum; 100% = growth in 10% serum; proliferation, % at 10 µM; 0.29% of 330,000 active; AID 2380;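 active = compounds whose signal lies at least 3.5 SD above the mean of all wells on their plate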;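 note: 0% = DMSO-treated cells in low-serum medium and 100% = 10% serum control; some compounds called inactive have numbers as strong as hits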
hIAP activ: increases human intestinal alkaline phosphatase activity; P09923; purified human IAP, CDP-Star luminescence, 30 min; hits give high values; 1 = vehicle-only enzyme, 0 = enzyme-free background; activation factor at 10 µM; 0.16% of 330,000 active; AID 2524;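 active = activation factor of the enzyme at least 2-fold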; note: the source names both 10 and 20 µM as test concentration; values of inactives mirror those of a sister screen read the other way
The depositor's hits bear a star; · = no result given; & = joins results of further samples.

Start of the data: the first 2 records as a preview:
The line under a structure holds: mIAP block, APOBEC3G inh, hIAP inh, ATG4B inhibitor, A3A deaminase, mIAP activ, MPTP inh, beta cell repl, hIAP activ
[1] CN(C)S(=O)(=O)c1cc(C(=O)N2CCC(C(=O)O)(c3ccccc3)CC2)ccc1Cl
 : -4, -6, -9, 8, -2, 1, 0.0, -2, 1.1
[2] C=CCn1c(O)c(C=Nc2ccc(OC)cc2C)c(=O)[nH]c1=O
 : -5, -4, -1, -17, -4, 1, -0.1, -1, 1

The listing, from the start:
The line under a structure holds: mIAP block, APOBEC3G inh, hIAP inh, ATG4B inhibitor, A3A deaminase, mIAP activ, MPTP inh, beta cell repl, hIAP activ
[1] CN(C)S(=O)(=O)c1cc(C(=O)N2CCC(C(=O)O)(c3ccccc3)CC2)ccc1Cl
 : -4, -6, -9, 8, -2, 1, 0.0, -2, 1.1
[2] C=CCn1c(O)c(C=Nc2ccc(OC)cc2C)c(=O)[nH]c1=O
 : -5, -4, -1, -17, -4, 1, -0.1, -1, 1
[3] COC(=O)C1=C(c2cccc(NC(C)=O)c2)C[C@@H]2CC[C@H]1N2C
 : -2, -5, -4, -9, -3, 1, 0.0, -2, 1
[4] COC(=O)C1=C(c2cc3ccccc3o2)C[C@@H]2CC[C@H]1N2C(=O)NCc1ccc(F)cc1
 : -1, -10, 17, -1, -2, 1, 0.1, -5, 0.83
[5] NC(=O)c1ccc(OCCC(O)N2CC=C(c3ccc(F)cc3)CC2)cc1 (stereo not given)
 : 1, -3, -2, 5, -1, 0.99, 0.1, 2, 1
[6] Cc1c(C(=O)N2CCC3(CC2)OCCO3)oc2ccc(S(=O)(=O)N3CCCCC3)cc12
 : 3, -6, 0, -2, -7, 0.97, 1.7, -1, 1
[7] COCc1cc(C2SCC(=O)Nc3c2c(=O)[nH]n3C(C)C)ccc1OC (stereo not given)
 : 1, -7, -2, 13, 4, 0.99, -3.9, -1, 1
[8] CCOc1ccc(N2C(=O)CC(=O)NC2=O)cc1
 : 1, -9, -44, 0, -3, 0.99, -0.1, 1, 1.4
[9] C=CC12CN(C)[C@@H]3C4CO[C@H](C[C@H]41)[C@]1(C(=O)Nc4ccccc41)[C@@H]32 (stereo not given in full)
 : 1, -10, 14, -8, -3, 0.99, 0.8, -1, 0.86
[10] Cc1cc(=O)[nH]c(SCc2nc3ccccc3c(=O)n2-c2ccccc2C)n1
 : -8, -8, -1, -6, -3, 1.1, -0.8, 0, 1
[11] O=C(COc1ccc(Cl)cc1)N1CCN(C/C=C/c2ccccc2)CC1
 : 2, 0, 5, -10, 1, 0.98, 1.1, -1, 0.95
[12] COc1cccc(-n2c(C)nc3ccccc3c2=O)c1
 : -2, 1, -3, -9, 0, 1, 0.1, -1, 1
[13] C[C@H]1CC[C@@]2(C)[C@@H](CC[C@@H]3[C@@H]2CC[C@]2(C)[C@@H](O)CC[C@@H]32)C1
 : 2, -4, -24, -3, -2, 0.98, 4.2, -6, 1.2
[14] O=C(N/N=C/c1c(O)n(C2CCCCC2)c(=S)[nH]c1=O)c1ccccc1
 : 21, 9, -42, 3, -1, 0.79, 9.3, -5, 1.4
[15] O=c1c2ccccc2nc(-c2ccccc2)n1-c1cccc(O)c1
 : 5, 1, 5, 3, -1, 0.95, 0.7, -3, 0.95
[16] Nc1ccccc1C(=O)c1ccccc1
 : 14, -2, 23, -6, 0, 0.86, -1.1, 0, 0.77
[17] CC(C)(C)c1cc([N+](=O)[O-])cc(C(C)(C)C)c1O
 : 18, 2, -8, -7, -2, 0.82, ·, -6, 1.1
[18] O=C(O)CCn1cc(C=C2C(=O)NC(=O)NC2=O)c(-c2cc3ccccc3oc2=O)n1
 : 19, -5, -8, 2, 8, 0.81, -1.6, 5, 1.1
[19] C=CCN1C(=O)NC(=O)/C(=C/c2cccn2C)C1=O
 : 3, -5, 14, -7, -4, 0.97, -0.9, -2, 0.86
[20] N/C(=N\[N+](=O)[O-])N1CCN(C(=O)Oc2ccccc2)CC1
 : 6, -11, -4, 4, -4, 0.94, -0.3, -3, 1
[21] O=C(C(Cc1ccccc1)NS(=O)(=O)c1cccc2nsnc12)N1CCC2(CC1)OCCO2 (stereo not given)
 : 12, -5, -7, -5, 0, 0.88, 1.1, -1, 1.1
[22] O=C(Cc1ccccc1)N1CCN(Cc2cccc(Br)c2)CC1
 : -6, -6, 16, -3, 0, 1.1, 1.3, 2, 0.84
[23] CCCc1c(C)nc(SCC(=O)C(C)(C)C)nc1OC(=O)N(C)C
 : -8, -6, 1, -3, -4, 1.1, 6.0, 1, 0.99
[24] CCOC(C(=O)OCCC[N+](C)(CC)CC)(c1ccccc1)c1ccccc1
 : -5, 4, -3, 5, 5, 1, 0.4, 4, 1
[25] CC(=O)Nc1ccccc1C(=O)OCc1ccc(F)cc1
 : 0, -6, -11, -6, -2, 1, 0.0, 0, 1.1
[26] O=[N+]([O-])c1cccc(CN2CCN(Cc3ccc(Br)cc3)CC2)c1
 : 19, -7, 18, 0, -3, 0.81, -0.4, -1, 0.81
[27] COC(=O)C1=C(c2ccc(F)cc2OCc2ccccc2)C[C@@H]2CC[C@H]1N2C(=O)NCCOc1ccc(OC)cc1
 : -15, 0, 5, -10, 5, 1.2, -0.4, -6, 0.95
[28] O=C(CCc1ccc(O)cc1)N1C[C@H]2C[C@@H](C1)c1cccc(=O)n1C2
 : -12, -9, 12, 3, -3, 1.1, -0.6, 4, 0.89
[29] COC(=O)C1=C(c2cccc(C#N)c2)C[C@@H]2CC[C@H]1N2C(=O)NC1CCCCC1
 : -12, -7, -12, -6, 0, 1.1, 0.9, 0, 1.1
[30] COc1ccc(OC)c(C(O)C(C)N)c1 (stereo not given)
 : 4, -5, -8, -1, -4, 0.96, -3.1, -3, 1.1
[31] CC1CN=C(NCc2ccccc2Cl)S1 (stereo not given)
 : -8, -9, 11, -4, 1, 1.1, 0.2, -4, 0.89
[32] OC(C#CCN1CCOCC1)(c1ccccc1)C1CCCC1 (stereo not given)
 : -9, -2, 1, -5, 2, 1.1, 3.0, -2, 0.99
[33] O=C(CNS(=O)(=O)c1ccc(Br)s1)N1CCC2(CC1)OCCO2
 : -10, 1, 9, 10, 0, 1.1, 0.1, -2, 0.91
[34] O=C(CN1CCOCC1)c1cccc2ccccc12
 : 1, -1, 10, -11, 0, 0.99, -1.6, 3, 0.9
[35] C[C@]12CC[C@@H](O)C[C@H]1CC[C@@H]1[C@@H]2CC[C@]2(C)C(=O)CC[C@@H]12
 : 4, -9, 15, 0, -1, 0.96, 0.0, 1, 0.85
[36] O=C(c1cn(Cc2ccccc2)c2ccccc12)N1CCCCC1
 : -2, -6, -4, -3, -6, 1, -2.4, -1, 1
[37] CC(C)c1ccc(C2NCc3ccccc3-n3cccc32)cc1 (stereo not given)
 : 6, -5, -4, 9, 0, 0.94, 1.5, -7, 1
[38] CCCCn1c(=O)c(C(=O)Nc2ccccc2N)c(O)c2ccccc21
 : 1, -6, -16, -1, -7, 0.99, 2.6, -5, 1.2
[39] Cc1cccc(NC(=O)C(C)N2CC=C(c3ccccc3)CC2)c1 (stereo not given)
 : 4, -5, 6, -1, 5, 0.96, 2.3, -4, 0.94
[40] C=C(CC1CC(O)[C@]2(C)OC3CC4OC5C[C@]6(C)O[C@]7(C)CCC8OC9C[C@]%10(C)OC%11C(C)=CC(=O)OC%11CC%10OC9C[C@@H](C)C8OC7CC6O[C@]5(C)C/C=C\C4OC3CC2O1)C(=O)O (stereo not given in full)
 : -8, -7, 12, -8, -2, 1.1, -1.6, -3, 0.88
[41] O=c1[nH]c(=O)n(C2CCCCC2)c(O)c1C1NCCc2ccccc21 (stereo not given)
 : -7, -7, -6, 1, -1, 1.1, 1.9, -1, 1.1
[42] CN(C)[C@@H]1C(=O)C(C(N)=O)=C(O)[C@@]2(O)C(=O)C3=C(O)c4c(O)cccc4[C@@](C)(O)[C@H]3[C@H](O)[C@@H]12
 : 30, 61, 20, 13&32, 83, 0.7, 6.0&1.8, 6, 0.8
[43] CCOc1ccccc1-n1c(O)c(C=NCCCn2ccnc2)c(=O)[nH]c1=O
 : 13, -8, 11, 0, -2, 0.87, 0.6, 4, 0.89
[44] COc1cc(C)cc2oc(=O)c(CC(=O)N3C[C@H]4C[C@@H](C3)c3cccc(=O)n3C4)c(C)c12
 : 7, -9, 17, -3, -4, 0.93, 0.0, 0, 0.83
[45] O=c1[nH]c(=O)n(-c2ccccc2)c(O)c1N=Nc1ccc(Br)cc1
 : 11, -12, 14, 2, 4, 0.89, 0.0, -3, 0.86
[46] Cc1csc(NC(=O)C(Cl)c2ccccc2)n1 (stereo not given) (tested in a mixture with another compound)
 : -9, -2, -16, -12, -3, 1.1, 2.1, -2, 1.2
[47] COC(=O)C1=C(c2ccc(OC)c(OC)c2)C[C@@H]2CC[C@H]1N2C(=O)NCCCOC(C)C
 : 2, -8, -28, -15, -2, 0.98, -0.3, 4, 1.3
[48] O=C(C(=O)N1CCOCC1)c1cn(Cc2ccc(F)cc2)c2ccccc12
 : -5, -1, 3, -4, -5, 1, 1.2, 1, 0.97
[49] O=C(N/N=C/c1c(O)n(CCc2ccc(F)cc2)c(=O)[nH]c1=O)c1ccccc1
 : 22, -8, -25, -8, -3, 0.78, -6.1, -2, 1.3
[50] COC(=O)C1=C(c2ccc(OC(F)(F)F)cc2)C[C@@H]2CC[C@H]1N2C(=O)NC1CC1
 : -2, -7, -4, 1, 0, 1, 3.0, 4, 1
[51] COC(=O)C1=C(c2cc3ccccc3o2)C[C@@H]2CC[C@H]1N2C(=O)N1CCC(O)CC1
 : -6, -5, 4, -4, 2, 1.1, -0.2, -2, 0.96
[52] CC(C)c1cccc(C(C)C)c1OCCn1ccnc1
 : -3, -5, -32, -4, -7, 1, -0.6, 2, 1.3
[53] CN1C(=O)NC(=O)/C(=C/c2ccc([N+](=O)[O-])s2)C1=O
 : 46*, 4, 0, 2, 8, 0.54, 14, -4, 1
[54] O=c1[nH]c(=S)[nH]c(O)c1N=Nc1ccc(S(=O)(=O)N2CCOCC2)cc1
 : 19, -3, 5, 5, 6, 0.81, 0.6, -5, 0.95
[55] CC(=O)N(C1=NCCCS1)c1ccc(Cl)cc1
 : -3, -5, 0, 8, 3, 1, -4.0, -5, 1
[56] Cc1c(N=Cc2c(O)n(Cc3ccco3)c(=O)[nH]c2=O)c(=O)n(-c2ccccc2)n1C
 : 5, 0, -20, -20, 0, 0.95, 3.9, 0, 1.2
[57] Cc1ccc(-c2cc(-c3ccc(C)cc3)[n+](-c3ccc(C(=O)O)cc3)c(-c3ccc(C)cc3)c2)cc1
 : 1, 8, -3, 1, 10, 0.99, -0.4, -4, 1
[58] Cc1ccc(C2CC(=O)C(C=NCCN3CCN(C(=O)Cc4ccccc4)CC3)=C(O)C2)cc1 (stereo not given)
 : 7, -4, -2, -15, -3, 0.93, -0.1, 0, 1

An excerpt, so the mix of outcomes need not match the whole.
